Screening data from PubChem BioAssay.
BRCA1 expr act = qHTS Assay to Identify Small Molecule Activators of BRCA1 Expression. AID 624202, 2012. MCF7-BRCA1-FFLuc reporter, luminescence, 48 h; response scale: scaled: vehicle 0%, 10 µM genistein 100%. 380,000 tested, 1.1% active. Potency, µM (top dose mostly 46.1 µM), without a hit: at the top dose activation, actives largely listed as activators; also: potency is read from the fitted curve at half-maximal effect; nearly all actives have a fitted effect of over 80% in size; some results filed as inactive show a strong effect at the top dose
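Luminescence from a BRCA1-driven firefly luciferase in MCF7 cells was read after 48 h compound exposure at 37 C. Data normalized against DMSO and a 10microM genistein activation control, then curve-fitted across the titration.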
p53 reactivation = qHTS assay for re-activators of p53 using a Luc reporter; 320,000 tested, 0.063% active; H1299 p53-A138V BP100-luciferase reporter, luminescence, 24 h; AID 504706, 2011; Potency, µM (highest dose often 92.2 µM), for the others: at the highest dose activity change, positive = activation, most hits filed as activators; also: potency is read from the fitted curve at half-maximal effect; % of control where 0% means no effect; nearly all actives have a fitted effect of over 45% in size
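H1299 (p53-null), stable ts p53-A138V + BP100-Luc; 1000 cells/well, Opti-MEM/10% FBS; cpd 4 pt, 1:5; 24 h, 37 deg C, 5% CO2; detection reagent 10 min RT; luminescence.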
PKM2 act = qHTS Assay for Activators of Human Muscle isoform 2 Pyruvate Kinase; Pyruvate kinase PKM (Homo sapiens), P14618; purified PKM2, Kinase-Glo ATP luminescence, activation; response scale: 0% is enzyme alone, no compound; Potency, µM (series often up to 57.5 µM), without a hit: at the highest dose activation, actives largely listed as activators; 260,000 tested, 0.34% active; AID 1631, 2009; also: potency is read from the fitted curve at half-maximal effect; % is scaled to controls: 0 for no effect and ±100 for the full control effect; nearly all actives have a fitted effect of over 55% in size
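Kinase-Glo luminescence reports ATP generated from ADP (0.1 mM) and PEP (0.5 mM) by purified hPK-M2 after 1 h at room temperature, pH 7.2 imidazole buffer; intermediate enzyme activity allows detecting inhibitors and activators.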
NPC1 promoter act = qHTS Assay for NPC1 Promoter Activators. AID 485313, 2010. Huh7 NPC1 promoter luciferase reporter, 24 h. 320,000 tested, 2.4% active. Potency, µM (titrated, usually from 9.22 µM), for the others: top-dose activation, most hits filed as activators;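 also: potency is read from the fitted curve at half-maximal effect; % of control where 0% means no effect; nearly all actives have a fitted effect of over 60% in size; reporter is driven by a mutant NPC1 promoter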
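Luciferase expression driven by the NPC1 promoter was measured in stably transfected Huh7 cells after a 24 h compound incubation, using a luciferase reagent and a luminescence read.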
RORg inh = qHTS for inhibitors of ROR gamma transcriptional activity. Nuclear receptor ROR-gamma (Mus musculus), P51450. Drosophila S2 Gal4-RORgamma UAS-luciferase reporter, 20 h. Potency, µM (highest dose often 53.6 µM), for inactives: top-dose activity change, negative = inhibition, actives largely listed as inhibitors. 310,000 tested, 5.4% active; also: potency is read from the fitted curve at half-maximal effect; % is scaled to controls: 0 for no effect and ±100 for the full control effect; nearly all actives have a fitted effect of over 60% in size
Target sequence (P51450 whole entry, looked up, the tested form may be a part): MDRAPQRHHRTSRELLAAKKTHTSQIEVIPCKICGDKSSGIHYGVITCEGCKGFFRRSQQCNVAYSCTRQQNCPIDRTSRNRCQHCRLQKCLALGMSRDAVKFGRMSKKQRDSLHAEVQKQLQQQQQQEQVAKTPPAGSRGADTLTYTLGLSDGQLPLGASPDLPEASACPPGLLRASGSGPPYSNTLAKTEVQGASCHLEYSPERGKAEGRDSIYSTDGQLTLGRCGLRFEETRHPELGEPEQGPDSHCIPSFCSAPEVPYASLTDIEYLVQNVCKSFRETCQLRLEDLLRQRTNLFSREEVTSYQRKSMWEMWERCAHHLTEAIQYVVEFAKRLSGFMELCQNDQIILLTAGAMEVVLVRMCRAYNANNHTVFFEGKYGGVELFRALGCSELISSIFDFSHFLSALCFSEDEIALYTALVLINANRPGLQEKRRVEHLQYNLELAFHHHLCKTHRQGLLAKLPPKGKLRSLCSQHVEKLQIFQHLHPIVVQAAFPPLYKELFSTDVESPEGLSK
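A Gal4/UAS one-hybrid system in insect cells: metallothionein-promoter Gal4–ROR gamma fusion plus Photinus luciferase reporter. Copper sulfate 700 uM final, 20 hr ambient incubation, luminescent detection after 10 min with reagent.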
Rab9 prom act = qHTS Assay for Rab9 Promoter Activators | Huh7 Rab9 promoter-luciferase reporter, luminescence, 24 h | Potency, µM (titrated, usually from 9.22 µM), without a hit: at the highest dose activation, negative = inhibition, hits mostly activators | 320,000 tested, 2.8% active | AID 485297, 2010; also: potency is read from the fitted curve at half-maximal effect; % of control where 0% means no effect; nearly all actives have a fitted effect of over 60% in size
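Cells were plated at 1500 per well in reduced-serum medium with 10% FBS and left 2 h. Compound in DMSO was then added for 24 h at 37 °C. Reporter signal was read by luminescence after 10 min with luciferase detection reagent.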
ELG1 genotoxic = qHTS screen for small molecules that induce genotoxicity in human embryonic kidney (HEK293T) cells expressing luciferase-tagged ELG1; 330,000 tested, 1.3% active; Potency, µM (doses to about 46 µM), without a hit: at the top dose activity change, positive = activation, actives largely listed as activators; HEK293T ELG1-luciferase reporter, luminescence, 16 h; AID 504466, 2011; also: potency is read from the fitted curve at half-maximal effect; % of control where 0% means no effect; nearly all actives have a fitted effect of over 60% in size
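Luminescence read-out: rising ELG1-luciferase signal, reflecting elevated ELG1 protein under genetic stress, flags genotoxic compounds. Cells were treated for 16 hr at 37 °C before ONE-Glo detection.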
Giardia killer = Small Molecules that selectively kill Giardia lamblia: qHTS; activity change, % at 7.66 µM, hits read low; 340,000 tested, 0.15% active; AID 540267, 2011; Giardia lamblia trophozoite viability; in the data active = activity change below about -80%; inconclusive = between about -30% and that limit;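 also: parasites exposed to compound for two days anaerobically before the ATP read; % is scaled to controls: 0 for no effect and ±100 for the full control effect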
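Trophozoite viability was measured as ATP-dependent luminescence, read 15-30 min after reagent addition. Before that, parasites at 100 cells/well were exposed to compounds for 48 h, anaerobically, at 37 deg C.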
Menin-MLL TR inh = qHTS Assay for Inhibitors Targeting the Menin-MLL Interaction in MLL Related Leukemias: Competition With Texas Red Labeled MLL-derived Mutant Peptide; Potency, µM (series often up to 61.6 µM), for inactives: top-dose FP activity change, negative = inhibition, hits mostly inhibitors; 270,000 tested, 0.23% active; Menin + Texas Red MLL mutant peptide, fluorescence polarization; active = well fitted inhibition curve with a large enough effect in the polarisation, with a control signal flat, not every such curve was filed as active; inconclusive = small, poorly fitted or top-dose-only effect, or effect the other way, or a change in a side signal; inactive = no such curve, though single readings can be large or run the other way; the % refers to the polarisation; also: potency is read from the fitted curve at half-maximal effect; % of control where 0% means no effect; many of its hits are not listed in these tables
VP16 counter = VP16 counterscreen qHTS for inhibitors of ROR gamma transcriptional activity. Drosophila S2 Gal4-VP16 UAS-luciferase, luminescence, 20 h. Potency, µM (titrated, usually from 53.6 µM), for inactives: at the top dose activity, negative = inhibition, actives largely listed as inhibitors. 310,000 tested, 3.5% active;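 also: Gal4-VP16 expression switched on by copper sulfate through the metallothionein promoter; potency is read from the fitted curve at half-maximal effect; % is scaled to controls: 0 for no effect and ±100 for the full control effect; nearly all actives have a fitted effect of over 50% in size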
FLuc counter = qHTS profiling assay for firefly luciferase inhibitor/activator using purifed enzyme and Km concentrations of substrates (counterscreen for miR-21 project) | Luciferin 4-monooxygenase (Photinus pyralis), P08659 | purified FLuc, Km substrates, luminescence inhibition | Potency, µM (top dose mostly 57.5 µM), for the others: at the highest dose activity change, negative = inhibition, usual class: inhibitors | 360,000 tested, 6.9% active | AID 588342, 2011;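 also: potency is read from the fitted curve at half-maximal effect; plate controls were vehicle for no effect and reference inhibitor for full effect; nearly all actives have a fitted effect of over 55% in size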
Target sequence (P08659 whole entry, looked up): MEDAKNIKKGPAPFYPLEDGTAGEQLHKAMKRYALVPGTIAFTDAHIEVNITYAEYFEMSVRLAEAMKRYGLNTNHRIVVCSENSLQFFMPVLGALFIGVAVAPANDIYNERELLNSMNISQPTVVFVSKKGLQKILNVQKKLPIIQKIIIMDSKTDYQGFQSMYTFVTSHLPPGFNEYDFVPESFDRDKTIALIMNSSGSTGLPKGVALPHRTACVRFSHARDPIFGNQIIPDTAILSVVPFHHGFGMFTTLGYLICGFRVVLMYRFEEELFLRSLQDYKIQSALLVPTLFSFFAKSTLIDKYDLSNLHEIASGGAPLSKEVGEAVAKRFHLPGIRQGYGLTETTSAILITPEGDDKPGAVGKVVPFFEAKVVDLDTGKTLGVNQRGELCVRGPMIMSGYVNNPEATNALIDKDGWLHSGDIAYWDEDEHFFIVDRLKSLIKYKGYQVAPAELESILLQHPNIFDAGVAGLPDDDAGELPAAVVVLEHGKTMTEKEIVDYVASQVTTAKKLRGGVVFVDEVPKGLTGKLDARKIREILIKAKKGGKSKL
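Purified P. pyralis luciferase, 10 nM final, with Km-level 10 uM D-luciferin and 10 uM ATP in 50 mM Tris acetate pH 7.5, 10 mM Mg acetate, 0.01% Tween-20, 0.05% BSA; 6-point qHTS titration about 60 µM downward; luminescence read.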
Numbers without * were called inactive; ? = inconclusive; / = no result given; [ ] = remark or other dose. Unless noted, calls follow the shape of the dose curve; as a rule, active = well fitted curve in the direction sought with a large enough effect; inconclusive = small, poorly fitted or top-dose-only effect, or another doubt; inactive = no such curve, though single readings can be large; an effect the other way counts as inactive or inconclusive. This is a subset; count on the stated rates, not on these rows.

#	Compound	BRCA1 expr act	p53 reactivation	PKM2 act	NPC1 promoter act	RORg inh	Rab9 prom act	ELG1 genotoxic	Giardia killer	Menin-MLL TR inh	VP16 counter	FLuc counter
1	Cc1cc(/C=C(\C#N)C(=O)Nc2ccc(F)cc2)c(C)n1-c1ccc(N2CCOCC2)c([N+](=O)[O-])c1	-54%	3%	-1%	-6%	0%	-17%	-13%	-4	30%	2%	5%
2	CN=C(c1ccco1)n1c(=S)nc(-c2ccco2)n(C)c1=S	-56%	?	-12%	-1%	-21%	-8%	-1%	-5	-9%	6%	-19%
3	Cc1ccc(N(C(=O)c2ccco2)C(C(=O)NC2CCCC2)c2cccnc2)cc1C (stereo not drawn)	-22%	2%	/	-6%	0%	1%	-4%	-11	/	2%	3%
4	COC(=O)C1CSc2[nH]c(=O)sc2C1c1ccccc1 (stereo not drawn)	-15%	-1%	7%	3%	?	0%	2%	-13	14%	6%	8%
5	O=C(CSc1ccc(F)cc1)NNC(=O)c1ccccc1Br	-15%	2%	0%	0%	-12%	0%	-3%	-12	-4%	-3%	-3%
6	CC(C)CC(NC(=O)C1CCCCC1)C(=O)NC(C)c1ccccc1 (stereo not drawn)	-9%	11%	/	-5%	-3%	-3%	-2%	22	-24%	8%	-1%
7	COc1ccc(C2CC(C)=C(C#N)S(=O)(=O)C2C#N)cc1 (stereo not drawn)	-16%	-3%	13%	0%	29%	1%	0%	5	/	-7%	-2%
8	CN(CC(=O)NC(=O)NCc1ccco1)CC(=O)Nc1ccccc1Cl	13%	2%	4%	0%	10%	2%	-5%	-21	/	18%	1%
9	Cc1cc(O)c(C(C)C)cc1NS(=O)(=O)c1ccccc1	7%	-5%	6%	4%	-43%	-4%	-7%	?	0%	?	0%[2.3 µM]
10	CCOc1ccccc1/C=N/Nc1ccccc1[N+](=O)[O-]	28%	5%	0%	?	34%	3.5µM*	5%	6	?	4%	?
11	CCc1ccc(-c2nnn(CCC(=O)OC)n2)cc1	-74%	-12%	-4%	-5%	-2%	-10%	5%	-8	13%	-14%	15µM*
12	COC(=O)c1cc(COc2ccc3oc(C)c(C(=O)OC)c3c2)c(C)o1	-2%	-2%	-6%	0%	11%	1%	-2%	9	-12%	-3%	-2%
13	O=c1c2ccccc2nnn1Cc1ccc(F)cc1	-4%	3%	20%	-3%	15%	1%	0%	2	4%	2%	0%
14	Cc1cccc(C)c1NC(=O)C(NC=O)c1ccccc1Cl (stereo not drawn)	3%	-6%	-1%	-4%	-5%	-3%	0%	-1	?	1%	-2%
15	CSc1ncccc1C(=O)NCC(c1cccs1)N1CCOCC1 (stereo not drawn)	-11%	-1%	/	-5%	/	-5%	2%	3	/	/	-1%
16	CCN(CC(=O)N1CCC(C)CC1)S(=O)(=O)c1ccc(C)cc1	-31%	-11%	3%	-1%	-16%	-5%	1%	19	/	-17%	0%
17	NS(=O)(=O)c1ccc(N/N=C/c2ccc(O)cc2O)c([N+](=O)[O-])c1	-5%	-2%	18%	-2%	-11%	-4%	0%	-27	/	-12%	-10%
18	COCCNC(=O)/C(C#N)=C/c1cccs1	23%	6%	-10%	11%	5%	17%	12%	16	/	?	-10%
19	CS(=O)(=O)N1CCN(C(=O)Cc2cccs2)CC1	5%	-3%	0%	-4%	3%	1%	-4%	-15	-8%	8%[0.365 µM]	0%
20	N#Cc1c(C(F)(F)F)cc(-c2cccs2)nc1SCc1cccnc1	-88%	1%	-3%	-16%	-45%	-5%	-5%	-5	-14%	-14%	-5%
21	CC(C)Cc1nnc(NC(=O)c2ccc3c(c2)NC(=O)C(C)S3)s1 (stereo not drawn)	-13%	4%	/	-4%	/	-1%	0%	4	/	/	6%
22	COc1ccc(OCC(O)CNCCNc2nccc(C(F)(F)F)n2)cc1 (stereo not drawn)	2%	-5%	-7%	3%	-4%	-8%	-3%	6	/	-4%	-1%
23	O=C(COc1ccc([N+](=O)[O-])cc1)Nc1cccnc1	1%	0%	8%	-1%	33%	2%	-2%	14	20%	-2%	-11%
24	CC(C)CC(NS(=O)(=O)c1ccc2c(c1)oc(=O)n2C)C(=O)NC1CCCc2ccccc21 (stereo not drawn)	14%	-2%	-12%	-2%	24%	4%	-1%	-8	?	14%	2%
25	COc1ccc2[nH]c(=O)c(CN(Cc3cccs3)Cc3nnnn3C(C)(C)C)cc2c1	-34%	-10%	-1%	8%	29%	-3%	-20%	7	0%	6%[0.365 µM]	2%
26	Cc1cccc(C)c1NC(=O)CCS(=O)(=O)c1ccc(Br)cc1	-11%	0%	/	-1%	-13%	-1%	-4%	-19	13%	-8%	-1%
27	COc1ccc(NC(=O)c2c(NC(=O)CNCC(C)C)sc3c2CCC3)c(OC)c1	-34%	11%	1%	-2%	0%	0%	?	0	0%	-4%	0%
28	CCOC(=O)c1ccc(N2CCN(c3ccccc3F)CC2)c(NC(=O)Nc2ccccc2)c1	-24%	10%	-2%	-3%	7%	-1%	-8%	12	-4%	-18%	2%
29	O=C(Nc1ccccc1N1CCCC1)C1CCN(S(=O)(=O)c2cccc(C(F)(F)F)c2)CC1	-28%	-2%	/	-5%	/	3%	-8%	1	/	/	-1%
30	CCN(CC)C(=O)Cn1cc(C(=O)C(=O)N2CCc3ccccc32)c2ccccc21	-28%	-2%	-2%	-3%	26%	-8%	-1%	-29	-11%	-3%	2%
31	Cc1ccc(NC(=O)c2noc3c2CC(C(C)(C)C)CC3)cc1 (stereo not drawn)	4%	-2%	-2%	-1%	18%	-2%	6%	6	/	3%	2%
32	O=C(N/N=C/c1ccncc1)c1nc2ccccc2c(=O)[nH]1	0%	8%	-7%	-5%	22%	3%	?	16	/	-1%	-9%
33	O=C1C=C(Nc2ccc(F)cc2)c2ccccc2C1=O	-96%	-34%[inhibitor]	/	-7%	/	-3%	-15%	4	/	/	-19%
34	Cc1cc(NC(=O)CC2CCCC2)n(-c2nc3ccccc3[nH]2)n1	-48%	3%	0%	23%	1.8µM*	-2%	-12%	-18	4%	3.5µM*	1%
35	COc1ccc(CCNc2ncnc3c2c(C)c(C)n3CCCN(C)C)cc1OC	0%	-3%	/	-2%	-9%	-3%	0%	4	-24%	-2%	1%
36	Cc1ccc(-c2nc(CS(=O)CC(=O)NCCN3CCCC3)c(C)o2)cc1 (stereo not drawn)	-40%	-1%	1%	1%	-30%	17%	-1%	-9	-8%	1%	-2%
37	CC(=O)Cc1nsc(NC(=O)c2ccc(COc3cccc(C)c3)o2)n1	4%	0%	-4%	-5%	28%	-3%	2%	8	34%[activator]	-14%	-18%
38	CCOC(=O)C1CCCN(Cc2cn[nH]c2-c2ccc(F)cc2F)C1 (stereo not drawn)	-7%	0%	-2%	-3%	1%	-7%	0%	2	4%	10%	0%
39	c1ccc(-c2nn3c(C4CCCCC4)nnc3s2)cc1	-19%	5%	-10%	0%	?	0%	1%	?	1%[11.7 µM]	2%	-3%
40	O=C(NCc1ccccc1)c1ccc(CS(=O)(=O)c2ccccc2)o1	3%	4%	-6%	1%	31%	5%	-10%	12	-8%	14%	4%
41	Cc1ccc(-n2nc3c(=O)n(CC(=O)NCCc4ccc(Cl)cc4)nc(C)c3c2C)cc1	-21%	2%	/	-6%	44%	-4%	-18%	10	/	13µM*	-2%
42	O=c1c(F)cn(C2CCCO2)c(=O)n1Cc1ccccc1Cl (stereo not drawn)	-2%	1%	-2%	2%	18%	-5%	0%	10	0%	-6%	-1%
